Compound activity as filed in PubChem BioAssay.
XIAP displacement = small molecules displacing peptide from XIAP – biochemical, IAP family, fluorescence polarization (AID 1018); XIAP BIR domain, fluorescence polarization peptide displacement; higher % means a stronger effect; displacement, % at 20 µM; hits with a dose series show IC50 in µM; actives 0.007% (n = 200,000); in the data active = displacement above about 50%; note: a part of the inactive calls stands beside numbers as strong as those of hits
LYP inhibition = PTPN22 lymphoid phosphatase activity blockers – biochemical, fluorescence intensity, uHTS (AID 1779); recombinant LYP phosphatase, fluorescence intensity; higher % means a stronger effect; one-dose inhibition, % at 11.5 µM; IC50 in µM for titrated hits; actives 0.054% (n = 290,000);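 note: plate controls were vehicle with enzyme for no effect and no enzyme for full effect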
Siah-1 displacement = blockers of Siah-1 interaction with plectin peptide – biochemical, fluorescence polarization, rhodamine-plectin, uHTS, primary screen (AID 1817). one-dose displacement, % at 20 µM; IC50 in µM for titrated hits. actives 0.02% (n = 290,000). Siah-1 / rhodamine-plectin peptide fluorescence polarization; higher % means a stronger effect;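 active = displacement of at least 50% at 20 µM, with a fluorescence ratio check between 0.3 and a set limit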;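 note: plate controls were Siah plus tracer with DMSO for no effect and tracer alone without Siah for full effect; strong numbers were not always called active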
human PMI inhibition = inhibitors of human PMI, primary screen, biochemical, fluorescence intensity, coupled assay (AID 1209); purified PMI enzyme, coupled fluorescence intensity; higher % means a stronger effect; inhibition, % at 20 µM, or IC50 in µM where a hit was titrated; actives 0.42% (n = 190,000);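 note: plate controls were DMSO vehicle for no effect and wells lacking substrate for full effect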
P. falciparum M1AAP = P. falciparum M1AAP inhibitors, biochemical, fluorogenic H-Leu-NHMec substrate, 1536-well (AID 1445). recombinant M1AAP, H-Leu-NHMec fluorogenic kinetic assay; higher % means a stronger effect. one-dose inhibition, % at 30 µM; IC50 in µM for titrated hits. actives 0.42% (n = 220,000);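 active = primary inhibition above the hit cutoff, then over 50% inhibition at one or more dose response concentrations, cut at about 23% in these data, passing the limit was not always enough; inconclusive = conflicting primary data, or primary hits not chosen for dose response; inactive = low primary inhibition, or under 50% at every dose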;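 note: plate controls were DMSO full reaction for no effect and no enzyme background for full effect; strong numbers were not always called active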
AID2073 = inhibitors of Mint1-CaV2.2 protein interaction, biochemical, HTRF (AID 2073). HTRF protein-protein interaction, Mint1-CaV2.2; higher % means a stronger effect. inhibition, % at 20 µM, or IC50 in µM where a hit was titrated. actives 0.19% (n = 290,000); in the data active = inhibition mostly above about 51%, no sharp cut-off; inconclusive = no clear call, values can overlap the other calls; inactive = mostly below about 53%; note: some results filed as inactive read as strong as hits
human PMI inhibitors = MPI inhibition at elevated mannose 6-phosphate – biochemical, fluorescence intensity, high mannose 6-phosphate, primary screen (AID 1220); recombinant PMI enzyme, coupled fluorescence intensity; higher % means a stronger effect; one-dose inhibition, % at 20 µM; IC50 in µM for titrated hits; actives 0.66% (n = 190,000)
Dynein transport = blocks dynein driven cargo transport along microtubules; 3617.4 mouse cells, GR-EGFP nuclear translocation imaging; test concentration mostly 20 µM; stimulated with dexamethasone, 1 µM; hits give low values; z-score, hits read low; actives 0.47% (n = 220,000); AID 1381;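 active = plate z-score of nuclear minus cytoplasmic receptor signal below a set negative limit, without overly bright fluorescence or cell loss, cut at about -3.5 in these data, passing the limit was not always enough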;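 note: z-score of nuclear minus cytoplasmic ring GR-EGFP intensity difference per well; some compounds called inactive have numbers as strong as hits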
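medium = tetracycline-free induction medium containing charcoal-stripped FBS | also added = 1.0 µM final dexamethasone stimulus | schedule = 48 h induction, 1 h compound, 30 min dex at 37 °C | technique = fixed, Hoechst-stained cells imaged at 10x for EGFP | measure = GR-EGFP nuclear translocation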
M17LAP inhibition = P. falciparum M17LAP inhibitors, primary screen, biochemical, fluorogenic H-Leu-NHMec substrate, 1536-well (AID 1619) | actives 0.38% (n = 220,000) | recombinant M17LAP, H-Leu-NHMec fluorogenic kinetic assay; higher % means a stronger effect | inhibition, % at 30 µM, or IC50 in µM where a hit was titrated;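 active = compound inhibiting the enzyme by more than half at any dose during confirmatory dose-response retesting; inconclusive = strong single-dose inhibitors picked by rank but not retested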;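 note: plate controls were full reaction with DMSO carrier for no effect and no enzyme background for full effect; strong numbers were not always called active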
Dynein transport cytoplasmic EGFP = recorded beside Dynein transport, whose call it bears; z-score; measured here: cytoplasmic GR-EGFP intensity; hits give high values
Dynein transport nuclear GR-EGFP = second read-out of Dynein transport, no call of its own (marks repeat the call); z-score; measured here: nuclear GR-EGFP intensity;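 lower value marks the stronger effect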
Dynein transport cell count = second read-out of Dynein transport, no call of its own (marks repeat the call); z-score; measured here: cell count per field
* marks the source's active call; other numbers are inactive results; ? = inconclusive; . = no result given. Cut-off read from the data, not from the text of the source, unless noted: active = inhibition above about 50%; inactive = the rest.

SMILES	XIAP displacement	LYP inhibition	Siah-1 displacement	human PMI inhibition	P. falciparum M1AAP	AID2073	human PMI inhibitors	Dynein transport	Dynein transport cytoplasmic EGFP	Dynein transport nuclear GR-EGFP	Dynein transport cell count	M17LAP inhibition
C#CCOCCOCCOCCNc1nc(N2CCN(C(=O)[C@H]([C@@H](C)CC)n3cc([C@@H](N)CO)nn3)CC2)nc(N2CCN(C(=O)[C@H](Cc3ccc(O)cc3)n3cc([C@@H](N)CC(C)C)nn3)CC2)n1	-5.9%	-9%	-2%	-21%	1%	-6%	-43%	0.22	-0.24	0.53	-0.65	0%
Cc1ccc(C)c(NC(=S)NC(NC(=O)N(C)C)C(Cl)(Cl)Cl)c1 (stereo unspecified)	-0.2%	0%	6%	12%	4%	-22%	12%	-0.6	-0.23	-0.81	1.6	0%
COc1ccc(-n2c(O)c(C=NCC(c3ccco3)N3CCCC3)c3ccccc3c2=O)cc1OC (stereo unspecified)	-11%	-3%	24%	21%	19%	5%	44%	-0.88	-0.29	-0.35	0.79	5%
COc1nccnc1NS(=O)(=O)c1ccc(N=Cc2c(C)[nH]n(-c3ccc(Cl)cc3)c2=O)cc1	0.4%	6%	10%	2%	12%	28%	-1%	-0.45	-0.2	-0.47	-0.29	39%
COc1ccc(C(=O)NCCOc2cccc(OC)c2)cc1	-1.7%	-12%	4%	-3%	-15%	-2%	-5%	0.42	-0.37	0.63	0.79	0%
Cn1c(=O)oc2cc(S(=O)(=O)Nc3ccccc3)ccc21	-9.1%	-13%	-2%	17%	10%	-13%	18%	0.092	-0.32	0.35	0.51	8%
CCc1cc2c(=O)c(-c3cscn3)coc2c(CN(C)C)c1O	0.7%	1%	4%	9%	19%	34%	13%	-0.12	-0.25	-0.8	1.1	-35%
CCCCOC(=O)Nc1nnc(COc2ccccc2)s1	-6.5%	0%	-1%	-11%	5%	19%	-3%	0.11	-0.18	0.33	-0.001	-6%
c1csc(Cc2nc3ccccc3[nH]2)c1	-8.9%	2%	1%	16%	8%	-1%	11%	-1	-0.19	-0.08	0.6	-13%
NC(=O)c1ccc(NC(=O)c2ccc(CN3CCOCC3)cc2)cc1	-8.3%	-5%	4%	6%	3%	24%	0%	-0.98	-0.21	-0.33	0.38	0%
CCCCC1CCCC12NC(=O)NC2=O (stereo unspecified)	.	-10%	4%	.	-3%	4%	.	-0.54	-0.28	-0.67	1.9	-5%
Cn1c(=O)c(NCCc2ccccc2)c2c3c(cccc31)C(=O)c1ccccc1-2	80%	3%	101%	8%	10%	46%	7%	-5.1*	-1*	-3.3*	-0.7*	13%
COc1ccc(-n2c(C)c(C(C)=O)c3cc(O)ccc32)cc1	3.7%	-4%	-2%	10%	5%	?	6%	0.47	-0.48	0.11	0.054	9%
O=C1COc2ccc(C(=O)CSc3ccccc3C(=O)O)cc2N1	.	-3%	0%	.	7%	-4%	.	0.038	-0.25	-0.038	0.057	-3%
Cc1ccc(NC(=S)NC(NC(=O)c2ccco2)C(Cl)(Cl)Cl)cc1 (stereo unspecified)	-6.3%	3%	-1%	13%	5%	16%	8%	-0.52	-0.004	-0.044	0.28	-7%
C(=N\c1nccs1)/c1c[nH]c2ccccc12	-4.0%	1%	-1%	6%	9%	35%	1%	1.8	0.47	1.2	-1.2	15%
Cn1c(/C=C/c2ccccc2)nc2ccccc21	-1.6%	-6%	2%	5%	6%	7%	-2%	-0.39	-0.34	0.042	1.1	-85%
O=[N+]([O-])c1cccc(N/N=C/c2cccc(O)c2O)c1	-3.4%	1%	21%	32%	16%	4%	37%	-0.28	-0.33	0.012	0.17	25%
c1ccc(-c2ccccc2-n2cnnn2)cc1	-6.6%	-1%	1%	-8%	1%	0%	5%	-0.49	-0.22	0.41	-0.36	1%
O=C(Cn1c2[n+](c3ccccc31)CC(O)CS2)c1ccccc1 (stereo unspecified)	-4.9%	-7%	-5%	7%	11%	1%	13%	0.73	-0.25	0.39	0.017	3%
O=C1N(c2ccc(Cl)cc2)C(c2ccccc2)N2CCCN12 (stereo unspecified)	-7.8%	-3%	0%	0%	2%	3%	-4%	1.7	-0.13	0.87	-1.1	13%
COc1cc2nc(CN3CCN(c4ncc(C(F)(F)F)cc4Cl)CC3)[nH]c(=O)c2cc1OC	-4.5%	-4%	-2%	6%	.	-8%	13%	.	.	.	.	.
O=C(C(Cl)Cl)N1CCN(c2ccccn2)CC1	38%	-8%	5%	-12%	2%	-5%	-10%	1.5	-0.072	1.8	-2.7	6%
Cc1ccc(-c2nnn(CC(=O)N3CCN(c4nc5ccccc5s4)CC3)n2)cc1	-8.9%	-8%	1%	10%	-5%	38%	9%	-0.68	-0.17	-0.33	0.66	5%
CC(=O)Nc1ccc(/C=N/N2CCCCC2)cc1	-7.0%	-6%	-1%	2%	-1%	3%	1%	-0.6	-0.35	-0.4	1.6	1%
Cc1ccccc1C1C(C#N)=C2N=C(N)c3c(sc4c3CCCCC4)N2C2=C1C(=O)CCC2 (stereo unspecified)	-5.8%	10%	0%	10%	20%	-8%	26%	-0.78	0.4	0.06	1.6	8%
COc1cc(CNCCN2CCOCC2)ccc1OCc1c(Cl)cccc1Cl	-7.1%	-6%	-3%	-18%	-1%	-5%	-13%	-0.00029	-0.28	0.16	0.7	-1%
COc1ccc2cc(/C=N/NC(=O)c3ccc(CN(c4cccc(Cl)c4Cl)S(C)(=O)=O)cc3)c(Cl)nc2c1	-2.5%	0%	-9%	-8%	9%	23%	-2%	0.026	-0.19	0.98	-0.72	-16%
CCc1nc2ccccc2n1CC(=O)Nc1cc(C)on1	-1.8%	-2%	-3%	-5%	0%	-26%	2%	0.2	-0.4	0.04	0.57	-3%
C=CCNS(=O)(=O)c1ccc(OC)c(C)c1	-6.2%	-3%	1%	-1%	15%	-1%	0%	-0.41	-0.22	0.055	1.2	0%
OCC1OC(n2cnc3ccccc32)CC1O (stereo unspecified)	.	0%	-3%	.	-4%	0%	.	0.15	-0.7	0.28	0.075	0%
O=C(CC(c1ccccc1)c1ccco1)N1CCCCC1 (stereo unspecified)	-8.6%	-6%	6%	-11%	1%	4%	-4%	-0.88	-0.19	-0.12	1.3	-1%
Cc1cc(NCCN(C)C)n2nc(-c3cccs3)cc2n1	-5.9%	-5%	0%	16%	1%	9%	12%	-1	0.066	-0.26	-1	-4%
O=C1CSC(c2cccc([N+](=O)[O-])c2)N1CCN1CCCCC1 (stereo unspecified)	-4.6%	-2%	4%	-5%	3%	-5%	0%	0.082	0.54	0.19	0.33	5%
Cc1cc(NC(=O)COC(=O)C2CCC2)no1	-5.9%	-8%	-9%	-3%	3%	27%	-3%	-0.11	-0.37	-0.082	0.87	10%
O=C(N/N=C/c1ccco1)c1ccc(C(=O)N/N=C/c2ccco2)o1	9.1%	9%	14%	-5%	?	19%	9%	-0.7	-0.25	-0.1	0.34	11%
CC1=CC(C)(C)Nc2ccc(OC(=O)CN3C(=O)c4cccc5cccc(c45)C3=O)cc21	-5.6%	5%	0%	53%*	6%	-25%	33µM*	-0.057	0.77	0.73	-2.6	34%
COc1ccccc1-c1cc(C(=O)Nc2cc(C)n(Cc3ccc(Cl)cc3)n2)no1	-6.6%	1%	1%	-10%	1%	8%	-3%	0.67	-0.18	0.31	-0.28	-6%
Fc1ccccc1CCNc1c2c(nc3ncnn13)CCCC2	-1.0%	-1%	3%	.	2%	4%	.	0.17	0.2	0.26	-0.095	9%
COc1cc(C2C(C#N)=C(N)Oc3cc(C)oc(=O)c32)cc(OC)c1OC (stereo unspecified)	.	1%	2%	.	0%	8%	.	0.63	-0.21	0.39	-0.92	-3%

Compounds as they come (roughly 2.1% active in at least one column).
